From PubChem BioAssay
IDH1 mut inh = inhibitors of IDH1 R132H reductase, primary screen, biochemical, plate reader, single point; Isocitrate dehydrogenase [NADP] cytoplasmic (Homo sapiens), O75874; diaphorase/resazurin fluorescence, 60 min; inhibition, % at 10 µM; hit rate 0.18% among 70,000; in the data active means inhibition above about 34%;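 further: 0% = DMSO and 100% = no enzyme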
Target sequence (O75874 whole entry R132H): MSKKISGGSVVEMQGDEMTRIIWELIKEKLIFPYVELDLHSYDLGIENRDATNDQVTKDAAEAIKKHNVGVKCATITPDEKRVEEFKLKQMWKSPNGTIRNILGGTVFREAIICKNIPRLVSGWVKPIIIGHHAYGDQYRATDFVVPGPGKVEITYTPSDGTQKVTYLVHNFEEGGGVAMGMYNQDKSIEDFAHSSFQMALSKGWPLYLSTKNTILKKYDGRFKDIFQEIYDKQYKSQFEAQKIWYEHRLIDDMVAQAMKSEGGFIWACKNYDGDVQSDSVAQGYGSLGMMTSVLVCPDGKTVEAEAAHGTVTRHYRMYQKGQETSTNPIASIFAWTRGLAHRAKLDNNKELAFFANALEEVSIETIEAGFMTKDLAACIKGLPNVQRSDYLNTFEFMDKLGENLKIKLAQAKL
EZH2 inh = EZH2/PRC2 methyltransferase inhibitors, primary screen, biochemical, DELFIA time-resolved fluorescence, single point | inhibition, % at 12.5 µM | PRC2 H3K27 methylation, DELFIA TRF, 1 h | hit rate 0.35% among 57,000;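 active means mean inhibition of replicates at least 50% and every single replicate also reaching 50%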;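 further: dimethyl H3K27 on biotinylated H3 21-44 peptide detected by antibody; plate controls were median neutral control wells for no effect and median positive control wells for full effect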
* marks the source's active call; other numbers are inactive results; nt = no result given.

SMILES	IDH1 mut inh	EZH2 inh
Cc1ccc(CN2C(=O)N(c3ccccc3)C(=O)C2CC(=O)Nc2ccccc2)cc1 (stereo not given)	0.3	-5
Cc1ccc(S(=O)(=O)N(C)C[C@@H]2Oc3c(NC(=O)c4ccncc4)cccc3C(=O)N([C@H](C)CO)C[C@@H]2C)cc1	nt	6
CCCN(C)C[C@@H]1Oc2cc(C#CC3CCCC3)ccc2S(=O)(=O)N([C@@H](C)CO)C[C@@H]1C	0.0	nt
O=C(C[C@H]1C[C@@H]2c3cc(NC(=O)Nc4ccc(C(F)(F)F)cc4)ccc3O[C@@H]2[C@H](CO)O1)NCC1CC1	-0.2	-14
CO[C@@H]1CN(C)C(=O)c2cc(NC(=O)Nc3ccc(F)cc3)ccc2OC[C@H](C)NC[C@@H]1C	-0.4	-9
O=C(C1=C[C@H](c2ccc(Br)cc2)C[C@H](OCCCCO)O1)N1CCN(Cc2ccc3c(c2)OCO3)CC1	nt	10
C[C@H]1CN([C@@H](C)CO)C(=O)CCCn2nncc2CO[C@@H]1CN(C)C(=O)Nc1cccc(F)c1	-8.3	4
COCC(=O)N1[C@H](CO)[C@H](c2ccc(-c3cccc(F)c3)cc2)[C@@H]1C#N	0.5	nt
C[C@H]1CN([C@@H](C)CO)C(=O)Cc2cc(NC(=O)Nc3ccc(C(F)(F)F)cc3)ccc2O[C@H]1CN(C)C(=O)Nc1ccc(F)cc1	1.1	nt
COc1ccc(S(=O)(=O)N(C)C[C@@H]2OCCCC[C@H](C)Oc3ccc(NS(=O)(=O)c4ccccc4)cc3C(=O)N([C@H](C)CO)C[C@@H]2C)cc1	2.7	nt
COc1ccccc1NC(=O)N[C@@H]1CC[C@H](CCn2cc(C3(O)CCCC3)nn2)O[C@@H]1CO	-1.0	2
COc1ccccc1NC(=O)C1CCCN(S(=O)(=O)c2cc(Cl)ccc2Cl)C1 (stereo not given)	0.1	-2
C[C@@H]1CN([C@H](C)CO)C(=O)c2cc(NC(=O)Nc3ccc(F)cc3)ccc2O[C@@H](C)CCCCO[C@H]1CN(C)S(=O)(=O)c1ccc(Cl)cc1	-1.7	nt
O=C(NCC[C@H]1CC[C@@H](NS(=O)(=O)Cc2ccccc2)[C@@H](CO)O1)C1CCC1	0.6	3
COc1ccc(CN(C)C[C@H]2OCCCC[C@H](C)Oc3ccc(NC(=O)Nc4ccc(C(F)(F)F)cc4)cc3C(=O)N([C@H](C)CO)C[C@H]2C)cc1	-0.3	nt
C[C@H]1CN([C@@H](C)CO)C(=O)c2c(c3ccccc3n2C)-c2ccccc2CO[C@@H]1CN(C)C(=O)[C@H]1CCCN1C	nt	-23
Cn1nnnc1SCCNC/C=C/c1ccccc1	0.7	4
C[C@H](CO)N1C[C@H](C)[C@@H](CN(C)C(=O)Nc2ccc(F)cc2)Oc2ccc(NC(=O)Nc3ccc(F)cc3)cc2CC1=O	1.9	nt
Cc1noc(C)c1NC(=O)Nc1cccc2c1O[C@H](CN(C)Cc1ccc(C(=O)O)cc1)[C@H](C)CN([C@H](C)CO)C2=O	0.3	nt
C[C@@H]1CN([C@@H](C)CO)C(=O)c2cc(NS(=O)(=O)c3ccc(Cl)cc3)ccc2O[C@@H](C)CCCCO[C@H]1CN(C)S(=O)(=O)c1ccc(Cl)cc1	0.4	nt
CO[C@@H]1CN(C)C(=O)c2ccc(NC(=O)C3CC3)cc2OC[C@H](C)N(C(=O)c2ccncc2)C[C@H]1C	-0.5	4
Cc1noc(C)c1NC(=O)N(C)C[C@H]1Oc2c(NC(=O)Nc3ccc(C(F)(F)F)cc3)cccc2C(=O)N([C@H](C)CO)C[C@H]1C	0.9	nt
CCC(=O)N(C)C[C@@H]1Oc2cc(-c3ccccc3C)ccc2S(=O)(=O)N([C@H](C)CO)C[C@@H]1C	-0.7	-10
COC(=O)c1ccccc1NC(=O)C1CCN(S(=O)(=O)c2cc(OC)ccc2OC)CC1	0.1	9
C[C@@H]1CN([C@H](C)CO)C(=O)Cc2cc(NC(=O)CCN3CCOCC3)ccc2O[C@@H]1CN(C)C(=O)Nc1ccc2c(c1)OCO2	0.8	nt
The list goes on:
SMILES	IDH1 mut inh	EZH2 inh
COc1ccc(S(=O)(=O)N(C)C[C@@H]2OCCCC[C@H](C)Oc3ccc(NC(=O)Nc4ccccc4)cc3C(=O)N([C@H](C)CO)C[C@@H]2C)cc1	-2.1	nt
CO[C@H]1CN(C)C(=O)c2cc(NS(C)(=O)=O)ccc2OC[C@H](C)N(Cc2nccs2)C[C@H]1C	0.1	6
CO[C@H]1O[C@H](CO)[C@@H](OC(=O)c2ccc(Br)cc2)[C@H](OC(=O)c2cc3ccccc3[nH]2)[C@H]1OC(=O)c1cc2ccccc2[nH]1	0.2	-12
CCCC#Cc1cnc2c(c1)C(=O)N([C@@H](C)CO)C[C@@H](C)[C@@H](CN(C)C(=O)Nc1ccccc1OC)O2	nt	-20
O=C(Nc1ccc2c(c1)OCO2)N[C@@H]1CC[C@H](CCNC(=O)C2CCOCC2)O[C@H]1CO	0.0	15
COCC(=O)Nc1ccc2c(c1)[C@H]1C[C@H](CC(=O)N3CCCCC3)O[C@H](CO)[C@H]1O2	-0.3	-8
C[C@H](CO)N1C[C@H](C)[C@H](CN(C)Cc2ccc(C(F)(F)F)cc2)Oc2ccc(NS(=O)(=O)c3cn(C)cn3)cc2CC1=O	-1.1	4
C[C@H](CO)N1C[C@H](C)[C@@H](CN(C)C(=O)C2CCC2)Oc2cc(-c3ccncc3)ccc2S1(=O)=O	nt	-4
COc1ccc(OC2OC(COC3OCC(O)C(O)C3O)C(O)C(O)C2O)cc1OC (stereo not given)	1.0	0
COc1ccc(-c2cn(CC[C@@H]3CC[C@@H](NS(=O)(=O)c4ccccc4C)[C@@H](CO)O3)nn2)cc1	-0.2	-4
O=C(C[C@H]1C=C[C@H](NC(=O)Nc2ccccc2)[C@@H](CO)O1)NCc1ccccn1	-0.1	-2
O=C1CC(c2ccccc2)Oc2cc(O)cc(O)c21 (stereo not given)	-0.1	nt
O=C(N/N=C/c1ccc2ccccc2n1)c1ccccc1O	nt	-61
COc1ccc(S(=O)(=O)Nc2ccc3c(c2)C(=O)N([C@H](C)CO)C[C@H](C)[C@H](CN(C)S(=O)(=O)c2ccc(C)cc2)O3)cc1	2.8	nt
Cc1cccc(NC(=O)CN(c2ccc3c(c2)OCCO3)S(C)(=O)=O)c1	0.4	-6
CC(=O)Nc1ccc(-c2nnc(SCC(=O)Nc3cc(Cl)cc(Cl)c3)n2C)cc1	0.1	6
C[C@@H]1CN([C@@H](C)CO)S(=O)(=O)c2ccc(-c3cccc(F)c3)cc2O[C@H]1CN(C)S(=O)(=O)c1ccccc1	-0.1	10
CC(C)CC#Cc1ccc2c(c1)O[C@@H](CN(C)Cc1cccc(F)c1)[C@@H](C)CN([C@H](C)CO)S2(=O)=O	-1.1	22
C[C@H]1CN([C@@H](C)CO)C(=O)c2cccc(NS(=O)(=O)c3ccccc3)c2O[C@H]1CN(C)Cc1ccc(C(=O)Nc2ccccc2N)cc1	4.3	-29
O=C(N[C@@H]1CC[C@H](CCNC(=O)C2CCOCC2)O[C@@H]1CO)c1ccccn1	-0.1	0
CN(C)CCCNC(=O)C[C@@H]1C=C[C@@H](NS(=O)(=O)c2ccccc2)[C@@H](CO)O1	0.0	0
CCCC(=O)Nc1ccc2c(c1)OC[C@@H](C)N(Cc1cncnc1)C[C@H](C)[C@H](OC)CN(C)C2=O	0.0	3
COc1ccccc1NC(=O)N[C@H]1CC[C@@H](CCNC(=O)Cc2ccccn2)O[C@H]1CO	0.1	8
C[C@@H]1CN([C@@H](C)CO)C(=O)c2cc(C#Cc3ccccn3)cnc2O[C@H]1CN(C)CC1CCCC1	-0.2	2
Cc1noc(C)c1NC(=O)Nc1cccc2c1O[C@@H](CN(C)C(=O)Nc1ccccc1)[C@H](C)CN([C@@H](C)CO)C2=O	1.1	nt

The closing two records of the part above come first, to join the parts.
SMILES	IDH1 mut inh	EZH2 inh
C[C@@H]1CN([C@@H](C)CO)C(=O)c2cc(C#Cc3ccccn3)cnc2O[C@H]1CN(C)CC1CCCC1	-0.2	2
Cc1noc(C)c1NC(=O)Nc1cccc2c1O[C@@H](CN(C)C(=O)Nc1ccccc1)[C@H](C)CN([C@@H](C)CO)C2=O	1.1	nt
CO[C@H]1CN(C)C(=O)c2ccc(NS(=O)(=O)c3cccc(F)c3)cc2OC[C@H](C)N(Cc2cc(F)ccc2F)C[C@H]1C	0.2	49
C[C@@H]1CN([C@H](C)CO)C(=O)c2cc(NC(=O)CCN3CCOCC3)ccc2O[C@@H]1CN(C)Cc1ccc(C(F)(F)F)cc1	2.4	-9
COc1cccc(C(=O)Nc2ccc3c(c2)OC[C@@H](C)N(C)C[C@@H](C)[C@H](OC)CN(C)C3=O)c1	0.0	7
CO[C@H]1CN(C)C(=O)c2ccc(NS(C)(=O)=O)cc2OC[C@@H](C)N(C(=O)C2CCC2)C[C@@H]1C	0.2	-4
COc1ccccc1CNC(=O)C[C@H]1C[C@H]2c3cc(NC(=O)C4CCC4)ccc3O[C@H]2[C@H](CO)O1	-0.2	-9
CC(C)C#Cc1cnc2c(c1)C(=O)N([C@H](C)CO)C[C@H](C)[C@@H](CN(C)Cc1ccc3c(c1)OCO3)O2	-0.1	nt
C[C@H](CO)N1C[C@H](C)[C@@H](CN(C)C(=O)NC2CCCCC2)Oc2ccc(N(C)C)cc2C1=O	1.8	-9
O=C(O)c1cccc(/C=N/NC(=O)c2cccc(C(=O)NO)c2)c1	nt	-46
CO[C@H]1CN(C)C(=O)c2ccc(NC(=O)Nc3cccc(F)c3)cc2OC[C@@H](C)NC[C@H]1C	0.2	-10
O=C1C2=C(c3ccccc3)c3cc(F)ccc3C2Sc2ccccc21 (stereo not given)	0.3	-11
CCCCCCCCC/C=C/CCCCC(=O)C1C(=O)CCC(O)C1=O (stereo not given)	4.6	nt
C[C@H]1CN([C@@H](C)CO)C(=O)c2cc(NS(=O)(=O)c3cccs3)ccc2O[C@H]1CN(C)S(C)(=O)=O	0.5	nt
C[C@H]1CN([C@@H](C)CO)C(=O)Cc2cc(NC(=O)CCN3CCOCC3)ccc2O[C@H]1CN(C)Cc1ccc(C(=O)Nc2ccccc2N)cc1	nt	-38
O=C(C[C@H]1C=C[C@H](NS(=O)(=O)c2ccccc2F)[C@H](CO)O1)NCCCN1CCOCC1	0.2	7
CO[C@H](CN(C)S(=O)(=O)c1ccc(F)cc1)[C@@H](C)CN([C@@H](C)CO)S(=O)(=O)c1cccc(Cl)c1	-0.3	14
Cc1ccc(S(=O)(=O)Nc2ccc3c(c2)CC(=O)N([C@@H](C)CO)C[C@@H](C)[C@H](CN(C)Cc2ccc(Cl)c(Cl)c2)O3)cc1	6.8	nt
C/C=C/c1ccc2c(c1)O[C@H](CN(C)C(=O)c1ccccn1)[C@@H](C)CN([C@@H](C)CO)S2(=O)=O	0.4	-13
CC(=O)N[C@@H]1CC[C@H](CCNC(=O)C2CCCC2)O[C@@H]1CO	-0.8	-19
C[C@@H]1CCCCO[C@H](CN(C)Cc2ccc(C(=O)O)cc2)[C@H](C)CN([C@H](C)CO)C(=O)c2cc(NC(=O)Nc3cccc4ccccc34)ccc2O1	-7.4	nt
O=C(C[C@H]1C=C[C@H](NC(=O)CN2CCOCC2)[C@@H](CO)O1)NCCc1ccccc1	0.0	8
CC(=O)O[C@@H]1CC[C@@]2(C)C(CC[C@]3(C)C2CC=C2C4CC(C)(C)CC[C@]4(C(=O)O)CC[C@]23C)C1(C)C (stereo not given in full)	0.3	nt
O=C/C=C/c1ccc(-c2ccccc2)cc1	nt	-33
COc1ccc(S(=O)(=O)Nc2ccc3c(c2)C(=O)N([C@H](C)CO)C[C@H](C)[C@@H](CN(C)CC2CCCCC2)O3)cc1	3.5	6
CO[C@H]1CN(C)C(=O)c2ccc(NS(=O)(=O)c3ccc(C)cc3)cc2OC[C@@H](C)N(Cc2nccs2)C[C@@H]1C	0.0	4
C[C@@H]1CN([C@H](C)CO)C(=O)c2cc(-c3cncnc3)cnc2O[C@H]1CN(C)C(=O)Cc1cccnc1	nt	7
C[C@@H]1CCCCO[C@@H](CN(C)C(=O)Nc2ccc3c(c2)OCO3)[C@H](C)CN([C@@H](C)CO)C(=O)c2cc(NS(=O)(=O)c3cn(C)cn3)ccc2O1	3.6	nt
O=C(O)CCC(=O)Nc1ccc(Br)cc1C(=O)c1ccc(Cl)cc1	0.6	0
COc1cccc(C(=O)NC(c2ccc(Cl)cc2)c2c(O)ccc3ccccc23)c1 (stereo not given)	-0.2	4

Structural class, the compounds so far containing a Cl atom
SMILES	IDH1 mut inh	EZH2 inh
COc1ccccc1NC(=O)C1CCCN(S(=O)(=O)c2cc(Cl)ccc2Cl)C1 (stereo not given)	0.1	-2
C[C@@H]1CN([C@H](C)CO)C(=O)c2cc(NC(=O)Nc3ccc(F)cc3)ccc2O[C@@H](C)CCCCO[C@H]1CN(C)S(=O)(=O)c1ccc(Cl)cc1	-1.7	nt
C[C@@H]1CN([C@@H](C)CO)C(=O)c2cc(NS(=O)(=O)c3ccc(Cl)cc3)ccc2O[C@@H](C)CCCCO[C@H]1CN(C)S(=O)(=O)c1ccc(Cl)cc1	0.4	nt
CC(=O)Nc1ccc(-c2nnc(SCC(=O)Nc3cc(Cl)cc(Cl)c3)n2C)cc1	0.1	6
CO[C@H](CN(C)S(=O)(=O)c1ccc(F)cc1)[C@@H](C)CN([C@@H](C)CO)S(=O)(=O)c1cccc(Cl)c1	-0.3	14
Cc1ccc(S(=O)(=O)Nc2ccc3c(c2)CC(=O)N([C@@H](C)CO)C[C@@H](C)[C@H](CN(C)Cc2ccc(Cl)c(Cl)c2)O3)cc1	6.8	nt
O=C(O)CCC(=O)Nc1ccc(Br)cc1C(=O)c1ccc(Cl)cc1	0.6	0
COc1cccc(C(=O)NC(c2ccc(Cl)cc2)c2c(O)ccc3ccccc23)c1 (stereo not given)	-0.2	4

The list is partial; the hit share may differ from the screen's.
